Cav32 inh = Cav3.2 calcium influx blockers – cell-based, Fluo-4 calcium fluorescence, FDSS, MLSMR library, primary screen. Voltage-dependent T-type calcium channel subunit alpha-1H (Homo sapiens), O95180. Cav3.2-expressing cells; hits give low values. B-score at 10 µM. actives 4% (n = 100,000);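 active means single-dose well whose peak fluorescence ratio is a statistical outlier from its plate by either plate-standardised score or position-corrected B-score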
Target sequence (O95180 whole entry, looked up): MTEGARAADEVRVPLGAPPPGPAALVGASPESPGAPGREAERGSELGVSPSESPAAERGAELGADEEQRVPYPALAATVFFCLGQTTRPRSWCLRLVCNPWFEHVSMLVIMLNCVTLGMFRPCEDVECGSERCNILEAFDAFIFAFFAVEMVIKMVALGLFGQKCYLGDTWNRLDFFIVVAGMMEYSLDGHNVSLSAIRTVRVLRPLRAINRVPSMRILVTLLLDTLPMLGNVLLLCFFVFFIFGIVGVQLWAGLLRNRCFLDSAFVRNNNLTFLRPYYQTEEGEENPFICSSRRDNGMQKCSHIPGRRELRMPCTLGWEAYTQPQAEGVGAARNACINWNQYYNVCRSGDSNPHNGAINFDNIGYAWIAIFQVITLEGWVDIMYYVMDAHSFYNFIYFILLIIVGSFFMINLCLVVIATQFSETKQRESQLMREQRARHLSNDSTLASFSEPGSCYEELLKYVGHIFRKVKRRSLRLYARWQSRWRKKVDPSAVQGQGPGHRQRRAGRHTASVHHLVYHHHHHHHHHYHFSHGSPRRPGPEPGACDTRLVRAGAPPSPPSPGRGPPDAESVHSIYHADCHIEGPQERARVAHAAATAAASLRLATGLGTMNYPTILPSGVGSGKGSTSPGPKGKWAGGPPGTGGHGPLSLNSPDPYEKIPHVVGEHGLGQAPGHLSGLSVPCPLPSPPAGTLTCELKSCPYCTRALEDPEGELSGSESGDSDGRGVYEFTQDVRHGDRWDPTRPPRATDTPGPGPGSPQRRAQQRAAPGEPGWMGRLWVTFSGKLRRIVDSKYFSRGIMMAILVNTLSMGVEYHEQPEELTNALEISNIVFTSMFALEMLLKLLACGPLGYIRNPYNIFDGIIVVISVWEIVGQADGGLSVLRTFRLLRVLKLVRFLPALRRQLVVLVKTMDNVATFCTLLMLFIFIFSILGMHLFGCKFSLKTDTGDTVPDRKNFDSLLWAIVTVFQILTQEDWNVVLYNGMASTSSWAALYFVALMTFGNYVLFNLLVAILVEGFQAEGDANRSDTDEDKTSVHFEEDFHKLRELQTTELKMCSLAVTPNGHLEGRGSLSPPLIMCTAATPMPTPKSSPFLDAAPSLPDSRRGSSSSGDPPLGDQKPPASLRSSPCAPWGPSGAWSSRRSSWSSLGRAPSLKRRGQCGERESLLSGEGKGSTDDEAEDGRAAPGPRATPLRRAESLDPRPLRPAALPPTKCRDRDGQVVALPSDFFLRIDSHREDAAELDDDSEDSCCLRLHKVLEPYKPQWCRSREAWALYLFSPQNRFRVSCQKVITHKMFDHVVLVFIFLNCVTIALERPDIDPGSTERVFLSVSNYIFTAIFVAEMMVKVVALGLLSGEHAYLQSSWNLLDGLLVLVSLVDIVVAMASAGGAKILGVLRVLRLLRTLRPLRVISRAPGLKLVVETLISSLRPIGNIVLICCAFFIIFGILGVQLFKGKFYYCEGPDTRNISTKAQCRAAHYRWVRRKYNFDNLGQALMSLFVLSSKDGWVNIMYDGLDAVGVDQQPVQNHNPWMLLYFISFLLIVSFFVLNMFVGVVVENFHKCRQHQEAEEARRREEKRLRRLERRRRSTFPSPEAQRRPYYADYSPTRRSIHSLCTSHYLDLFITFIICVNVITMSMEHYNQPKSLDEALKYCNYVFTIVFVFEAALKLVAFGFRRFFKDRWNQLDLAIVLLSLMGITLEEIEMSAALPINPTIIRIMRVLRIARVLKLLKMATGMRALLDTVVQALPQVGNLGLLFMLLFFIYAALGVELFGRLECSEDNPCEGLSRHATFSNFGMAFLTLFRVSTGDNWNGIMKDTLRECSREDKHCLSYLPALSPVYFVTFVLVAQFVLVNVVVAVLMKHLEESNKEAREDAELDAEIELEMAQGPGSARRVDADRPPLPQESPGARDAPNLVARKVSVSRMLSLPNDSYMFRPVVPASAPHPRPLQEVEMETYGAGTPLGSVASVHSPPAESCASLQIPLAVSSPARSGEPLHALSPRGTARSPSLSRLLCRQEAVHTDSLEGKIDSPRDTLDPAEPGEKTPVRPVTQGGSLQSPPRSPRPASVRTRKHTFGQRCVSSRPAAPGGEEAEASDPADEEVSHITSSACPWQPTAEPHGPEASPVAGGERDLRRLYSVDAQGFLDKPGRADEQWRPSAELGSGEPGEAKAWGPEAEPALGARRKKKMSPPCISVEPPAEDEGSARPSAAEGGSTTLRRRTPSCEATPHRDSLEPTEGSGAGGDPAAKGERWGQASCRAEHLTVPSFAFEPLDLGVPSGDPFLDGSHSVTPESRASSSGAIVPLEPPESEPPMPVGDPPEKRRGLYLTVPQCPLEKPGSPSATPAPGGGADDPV
An asterisk follows results filed as active. Not all compounds are listed, so the mix of outcomes need not match the whole.

SMILES,Cav32 inh
CCc1ccc2nc(-c3cccc(C)c3)nc(SCC(=O)NCC3CCCO3)c2c1 (stereo not given),-0.7
Cc1[nH]n(-c2ccc([N+](=O)[O-])cc2)c(=O)c1C=NCCN1CCN(C(=O)c2cccc(F)c2)CC1,-0.0197
O=C(NCc1cn2ccsc2n1)c1cccc(C(F)(F)F)c1,0.265
C#CCOCCOCCOCCNc1nc(N2CCN(C(=O)Cn3cc(CC(C)O)nn3)CC2)nc(N2CCN(C(=O)[C@H](CCCCN)n3cc(CCC(=O)O)nn3)CC2)n1 (stereo not given in full),0.418
Cc1ccc(N(CC(=O)Nc2ccc(S(=O)(=O)N3CCOCC3)cc2)S(C)(=O)=O)cc1C,-3.21
CCOC(=O)c1[nH]c(C)c(C(=O)NC2CCCCCC2)c1C,-0.966
CCS(=O)(=O)Nc1c(C)n(C)n(-c2ccccc2)c1=O,1.12
COc1ccc(Cl)c(Cn2c(NCCCO)nc3c2c(=O)n(C)c(=O)n3C)c1,1.86
Fc1ccc(-c2cc3nc(-c4ccccc4)cc(N4CCOCC4)n3n2)cc1,0.0108
Cc1cc(C)cc(NC(=O)CCc2nc3ccccc3[nH]2)c1,-0.388
CC1CCN(c2cc(=O)n(C3CCCCC3)c(=O)[nH]2)CC1,2.29
O=c1c2ccccc2nc2c3ccccc3ncn12,0.163
NC(=O)C1CCN(C(=O)COc2ccc3ccccc3c2)CC1,-1.1
CN(c1ccccc1)S(=O)(=O)c1ccc(NC(=S)Nc2ccccc2)cc1,-0.142
O=C(NCCN1CCOCC1)C1CCN(S(=O)(=O)N2CCCCC2)CC1,0.186
COc1ccc(NC(=S)NCCc2ccccc2OC)c(OC)c1,-1.2
CC(C)C(NC(=O)c1cccs1)c1nnc(SCC(=O)Nc2nccs2)n1C (stereo not given),0.334
O=C1[C@H]2[C@H](C=CC[C@H]2C(=O)N2CCOCC2)CCN1Cc1ccccc1,-1.01
Cc1nc(NC(=O)CN2CCOCC2)sc1-c1ccccc1,0.33
O=C(c1cnn2c(C(F)(F)F)cc(-c3ccccc3)nc12)N1CCCc2ccccc21,-0.692
O=C(Nc1ccc(Cc2ccncc2)cc1)c1ccc(Br)o1,0.00178
COc1ccc(OC)c(CCNC(=O)CC2Oc3ccccc3NC2=O)c1 (stereo not given),-0.139
COc1ccccc1-c1cc2ccccc2[nH]1,-0.565
CCc1[nH]nc2c1C1(C(=O)N(Cc3ccccc3)c3ccccc31)C(C#N)=C(N)O2 (stereo not given),-1.56
CC1(C)OC(C(N)=O)C(C(N)=O)O1 (stereo not given),-0.129
COc1cccc(C(=O)NCc2ccccc2OC)c1,1.04
CCOc1ccc(C2CC(c3cccc(OC)c3)Nc3nc(N)nn32)cc1 (stereo not given),0.367
O=c1cc(C(F)(F)F)c2sc(N3CCCCC3)nc2[nH]1,-0.163
Cc1ccc(OCCCNCCO)c(Br)c1,1.77
CC(C)=CC(=O)Nc1nnc(-c2ccccc2)s1,-0.027
Cc1ccc(C(=O)Nc2ccon2)cc1S(=O)(=O)N1CCOCC1,0.187
C=CCn1c(-c2cccn(Cc3cccc(Cl)c3)c2=O)n[nH]c1=S,-0.0251
COc1ccc(CN(C(=O)c2snc(C(N)=O)c2N)C(C(=O)NC(C)(C)C)c2ccco2)cc1 (stereo not given),-0.675
CC(C)Cn1nc(NC(=O)C(C)(C)C)c2cc3ccccc3nc21,-1.19
O=C(Nc1cccnc1)Nc1ccc(Br)cc1Cl,-0.339
CC1C(c2ccccc2)=[N+]([O-])C2(CCCC2)N1O (stereo not given),0.349
COCc1cc(C)nc2sc3c(=O)n(-c4cccc5ccccc45)nnc3c12,-0.0713
O=Cc1c(N2CCN(c3cccc(Cl)c3)CC2)nc2ccccn2c1=O,-1.81
CC(=O)CSc1nc2ccccc2o1,-0.1
COC(=O)c1c(NC(=O)Cn2nc(C(F)F)cc2C(F)F)sc(C)c1C,-1.26
CSC(=NS(=O)(=O)c1ccc(C)cc1)SC,1.39
Cn1c(SCC(=O)NC2CCCCCC2)nnc1-c1cccs1,1.29
Nc1nc(-c2ccccc2)nn1C(=O)Cc1ccccc1,-0.299
O=C(O)c1ncc(-c2ccccc2)cn1,0.268
CC1CCc2cc(F)cc3c(O)c(C(=O)NCC4CCCO4)c(=O)n1c23 (stereo not given),-0.12
COC(=O)C(NC(=O)c1ccc(F)cc1)(Nc1ncc(S(=O)(=O)c2ccc([N+](=O)[O-])cc2)s1)C(F)(F)F (stereo not given),-8.16*
COc1ccc(N2CCN(C(=S)Nc3cc(C)cc(C)c3)CC2)cc1,0.388
O=C(CCC1CCCCC1)Nc1cccnc1,0.0224
O=S(=O)(NC1CCCCCC1)c1cccc2cccnc12,-0.0253
CC(=O)c1cc2cc(O)ccc2o1,-0.427

The list goes on:
SMILES,Cav32 inh
C/C(Cn1nnc([N+](=O)[O-])n1)=N\NC(=O)c1ccc(Cl)c(Cl)c1,0.229
O=C(Cc1c(C(=O)O)[nH]c2ccccc12)NCCN1CCN(c2cccc(Cl)c2)CC1,-0.154
O=C(O)c1cccc(N2CCCC2)c1,-0.426
CCOc1ccc(S(=O)(=O)N(CC(=O)O)c2ccc(C)cc2)cc1,0.143
CC(C)c1ccc(-c2nnn(CCC(=O)O)n2)cc1,0.793
CCCCC1(O)CC(C(F)(F)F)=NN1C(=O)COc1ccccc1 (stereo not given),-4.23
COc1ccc(-n2c(CNC(=O)c3ccc(S(=O)(=O)N4CCCC4)cc3)n[nH]c2=S)cc1,-0.343
Cc1c(C(=O)NC2CCCCC2)oc2c1C(=O)CC(C)(C)C2,1.16
CC1CCc2sc(C(=O)Nc3nnc(SCc4ccc(F)cc4)s3)cc2C1 (stereo not given),-1.82
O=C(C1CC(c2ccccc2O)=NO1)N1CCc2ccccc2C1 (stereo not given),-1.83
COc1ccc(NC(C)=O)cc1NC(=O)CN1CCN(CC(=O)Nc2ccccc2Cl)CC1,1.34
COc1ccc(N2CCN(C(=O)c3ccc(NS(=O)(=O)c4ccc(F)c(F)c4)cc3)CC2)cc1,-3.12
Cc1ccc(N(C)C(=O)N2CCN(S(=O)(=O)c3ccc(C)cc3)CC2)cc1,-1.56
CC(C)CN(CCCNC(=O)CC1Oc2ccccc2NC1=O)CC(C)C (stereo not given),0.237
NC(=O)c1cccn1Cc1ccccc1Cl,-0.576
O=C(CSc1nc2ccccc2c(=O)[nH]1)c1ccccc1,0.285
C/C(=C\C(=O)c1ccc(C)cc1)Nc1ccc(N2CCOCC2)cc1,-0.422
Cc1cc(NCC2CCCO2)n2c(nc3ccccc32)c1C#N (stereo not given),2.87
Cn1nnc2c(N3CCCCC3)nccc21,0.263
O=C(NC12CC3CC(CC(C3)C1)C2)N1CC2Cc3cccc(=O)n3C(C2)C1 (stereo not given),0.0466
CC(C)NC(=O)c1c(O)c2ccccc2[nH]c1=O,0.462
Cc1ccc(S(=O)(=O)N(C)c2ccc(C(=O)NCC3CCCO3)cc2)cc1 (stereo not given),1.48
CN1C2C=C3C(C#N)=C(N)C(C#N)(C#N)C(c4ccc(Br)cc4)C3C1CC2 (stereo not given),0.13
O=C(N[C@@H](Cc1ccc(O)cc1)C(=O)O)c1ccncc1,-1.53
O=C(O)CCCc1nc(-c2ccc(Cl)cc2)no1,-0.024
COc1ccc(C(C(=O)NC2CCCC2)N(Cc2ccc(C)cc2)C(=O)c2ccn[nH]2)cc1OC (stereo not given),2.12
CCN(Cc1ccccc1)C(=O)Cn1cc2c(n1)CCCC2,0.443
Cc1ccc(SCCC(=O)NCc2ccco2)cc1,-1.49
COc1ccc(-c2nc(CS(=O)CC(=O)NCc3cccnc3)c(C)o2)cc1 (stereo not given),1.19
CCN(CC)CCCN1C(=O)c2oc3ccccc3c(=O)c2C1c1cc(OC)ccc1OC (stereo not given),0.123

Overlap with the part before: 7 compounds, then new ones.
SMILES,Cav32 inh
O=C(N[C@@H](Cc1ccc(O)cc1)C(=O)O)c1ccncc1,-1.53
O=C(O)CCCc1nc(-c2ccc(Cl)cc2)no1,-0.024
COc1ccc(C(C(=O)NC2CCCC2)N(Cc2ccc(C)cc2)C(=O)c2ccn[nH]2)cc1OC (stereo not given),2.12
CCN(Cc1ccccc1)C(=O)Cn1cc2c(n1)CCCC2,0.443
Cc1ccc(SCCC(=O)NCc2ccco2)cc1,-1.49
COc1ccc(-c2nc(CS(=O)CC(=O)NCc3cccnc3)c(C)o2)cc1 (stereo not given),1.19
CCN(CC)CCCN1C(=O)c2oc3ccccc3c(=O)c2C1c1cc(OC)ccc1OC (stereo not given),0.123
CCCC(=O)NC(=S)Nc1cccc(Cl)c1N1CCCCC1,-4.98*
COC(=O)C[C@H]1c2cc(F)ccc2S(=O)(=O)N1c1ccc(N(C)C)cc1,1.54
NC(=O)C1=C[C@@H](c2ccc(C(F)(F)F)cc2)C[C@@H](OCc2ccc(CO)cc2)O1,-0.179
CCOC(=O)CN(Cc1ccccc1)S(=O)(=O)c1ccc(NC(C)=O)cc1,-0.283
CCCSc1ncnc2c1oc1ccccc12,0.424
O=C(NCCCN1CCCCCC1)c1ccc(N2CCCC2=O)cc1,1.31
CC(=O)c1cccc(NC(=O)C2CCCN(S(=O)(=O)c3cccc4cccnc34)C2)c1 (stereo not given),0.342
Cc1cc(C)nc(N2CCC(C(=O)Nc3cccc(C(F)(F)F)c3)CC2)n1,-4.25*
COc1cccc(C(C(=O)NC2CCCC2)N(C(=O)c2ccco2)C2CC2)c1OC (stereo not given),-0.495
CCc1cc2c(N3CCCCC3)ncnc2s1,0.299
Cc1ccc(-c2nnc3c(C(F)(F)F)nc4ccccc4n23)cc1,-0.0852
COc1cc(F)ccc1S(=O)(=O)N1CCN(C23CC4CC(CC(C4)C2)C3)CC1,1.75
CCCn1nnc(NC(=O)c2ccc(Br)o2)n1,0.267
C=C(C)Cn1c(SCCN2CCOCC2)nc2c1c(=O)[nH]c(=O)n2C,-0.0668
O=C(N/C(=C/c1ccco1)C(=O)N1CCCC1)c1cccs1,1.51
O=C(NC1CCCCC1)C1CCN(c2cnccn2)CC1,0.606
Cn1c(=O)n(-c2ccc(Cl)cc2)c(=O)c2c3c(sc21)COC(C)(C)C3,1.38
O=C(c1ccco1)N1CCN(Cc2cccc(F)c2)CC1,-0.0847
CCOC(=O)CSc1nnc(-c2ccc(OC)cc2)n1CC,0.206
Cc1ccc(Cn2nc(C)c(NC(=O)C3(C)CC3(Br)Br)c2C)cc1 (stereo not given),-1.04

Molecules listed so far that contain a nitro group on carbon:
SMILES,Cav32 inh
Cc1[nH]n(-c2ccc([N+](=O)[O-])cc2)c(=O)c1C=NCCN1CCN(C(=O)c2cccc(F)c2)CC1,-0.0197
COC(=O)C(NC(=O)c1ccc(F)cc1)(Nc1ncc(S(=O)(=O)c2ccc([N+](=O)[O-])cc2)s1)C(F)(F)F (stereo not given),-8.16*
C/C(Cn1nnc([N+](=O)[O-])n1)=N\NC(=O)c1ccc(Cl)c(Cl)c1,0.229

Continued.
SMILES,Cav32 inh
CC12CCC(C(=O)NC3CCCC3)(CC1=O)C2(C)C (stereo not given),0.336
COC(=O)c1cc2c(s1)-c1ccccc1OC2,-0.591
Cc1cc(C)n(-c2ccc(C(=O)Nc3ccc4c(c3)OCCO4)cc2)n1,-0.526
COc1ccc(OC)c(-c2csc3nnc(SCC(=O)Nc4ccc(NC(C)=O)cc4)n23)c1,0.484
COc1ccc(OCCC(=O)OCC(=O)NC(=O)NC(C)C)cc1,0.382
CCN(CC)c1cnn(C/C(=N\OC)c2ccc(Cl)cc2)c(=O)c1Br,-5.07*
CN(C)CCCCNCCCNC(=O)/C=N\O,-0.127
CCc1ccccc1OCCCCN1CCCC1,1.46
CCOc1ccc2[nH]c(=O)c(CN(CCc3ccccc3)C(=O)N3CCCC3)cc2c1,0.104
C=CCn1c(-c2c[nH]c3ccccc23)n[nH]c1=S,-0.846
O=C(CCCOc1ccccc1)N1CCc2ccccc2C1,-2.76
CCOC(=O)N1CCN(C(=O)c2ccc(N3CCCC3=O)cc2)CC1,-0.591
COc1cc(C2NC(=O)C(C#N)=C(S)N2c2ccccc2)ccc1OC(C)C (stereo not given),0.942
CCOC(=O)C[C@H]1c2cc(F)ccc2S(=O)(=O)N1Cc1ccc(OC)cc1,-0.0548
Cc1ccccc1-n1nc(-c2ccc(N)cc2)cc1N,0.21
COc1ccccc1CNC(=O)CCCNS(=O)(=O)c1cccc2nsnc12,0.338
O=C(CSC1=NCCS1)N1CCCC1,-0.147
COc1ccc(CCNC(=O)c2oc3ccc(S(=O)(=O)N4CCOCC4)cc3c2C)cc1OC,1.85
CCOC(=O)N1CCC(n2c(SCC(=O)c3ccccc3)nc3ccsc3c2=O)CC1,-0.54
O=C(COC(=O)c1cc[n+]([O-])cc1)NCC12CC3CC(CC(C3)C1)C2,0.0211
CC(=O)OC12CC3CC(C1)C(=NO)C(C3)C2,-0.179
CC(=O)c1ccc(NC(=O)CSc2nccn2CCc2ccccc2)cc1,-0.144
COC(=O)CN1C(=O)C2(OCCCO2)c2ccccc21,0.287
CCOC(=O)[C@H](CCc1ccccc1)N[C@@H](C)C(=O)N1[C@H](C(=O)O)C[C@@H]2CCC[C@@H]21,0.662
CCCC(=O)O[C@@H]1C[C@@H](C)N(C(=O)c2ccccc2)c2ccc(C)cc21,-4.06*
CCS(=O)(=O)N1CCC(NC(=O)c2ccco2)CC1,-1.17
COc1ccc(OCC(=O)Nc2sc3c(c2C(=O)NCC2CCCO2)CCC3)cc1 (stereo not given),-2.17
Cc1ccc(-c2cc(C(=O)Nc3c(C)n(C)n(-c4ccccc4)c3=O)[nH]n2)c(O)c1,-0.258
O=C(c1ccc(C(F)(F)F)cc1)N1CCC(=O)N(C(CO)Cc2ccccc2)CC1 (stereo not given),0.748
CCOC(=O)C1=C(N)OC2=C(C(=O)CCC2)C1c1ccco1 (stereo not given),2.15

Assay outcomes deposited in PubChem BioAssay by Vanderbilt High Throughput Screening Facility.
